AmpC no deterg = blocks E. coli AmpC beta-lactamase in detergent-free assay. AmpC nitrocefin hydrolysis, absorbance 480 nm, 0.0001% Triton. Potency, µM (highest dose often 57.1 µM), inactives show top-dose activity change, negative = inhibition, hits mostly inhibitors. 0.52% of 330,000 active;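 further: potency means the concentration at half of the fitted maximal effect; plate controls were no compound for no effect and no enzyme for full effect; nearly all actives have a fitted effect of over 20% in size; some results filed as inactive show a strong effect at the top dose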
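AmpC (5.3 nM in the dispensed reagent) in 20 mM phosphate pH 7.0 with 0.01% (detergent screen) or 0.0001% Triton X-100 was preincubated with compounds for 15 min at room temperature. Nitrocefin was then added from an 800 uM solution, and hydrolysis was followed at 480 nm.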
LmPK inh = inhibitors of Leishmania mexicana pyruvate kinase; Potency, µM (highest dose often 57.5 µM), for the others: top-dose activity change, negative = inhibition, actives largely listed as inhibitors; purified LmPK, Kinase-Glo ATP luminescence, 1 h; Q27686; AID 1721; 0.37% of 290,000 active; further: potency means the concentration at half of the fitted maximal effect
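Purified LmPK (0.1 nM) with 0.5 mM PEP and 0.1 mM ADP in imidazole buffer pH 7.2 with MgCl2/KCl, 1 h at room temperature. ATP formed was read by luciferase luminescence and normalized to no-enzyme and uninhibited controls.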
AmpC detergent = blocks E. coli AmpC beta-lactamase in detergent assay; P00811; AmpC hydrolysis of nitrocefin, absorbance 480 nm, 0.01% Triton; Potency, µM (doses to about 114 µM), inactives show at the top dose activity change, negative = inhibition, hits mostly inhibitors; 0.041% of 370,000 active; AID 485294;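 further: potency means the concentration at half of the fitted maximal effect; 0% = no-compound wells and -100% = no-enzyme wells; nearly all actives have a fitted effect of over 25% in size; some results filed as inactive show a strong effect at the top dose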
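20 mM phosphate pH 7.0 + 0.01% (detergent screen) or 0.0001% Triton X-100; 5.3 nM AmpC reagent; cpd preinc 15 min RT; nitrocefin (800 uM stock) to start; A480 q20 s × 4 min; Activity was normalised to no-enzyme and no-compound control wells.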
TbPYK inhibitor = blocks Trypanosoma brucei pyruvate kinase. Q57TT1. TbPYK enzyme, Kinase-Glo Plus ATP luminescence, 45 min. Potency, µM (series often up to 76.8 µM), without a hit: at the top dose activity, negative = inhibition, usual class: inhibitors. 0.12% of 410,000 active; further: potency means the concentration at half of the fitted maximal effect; nearly all actives have a fitted effect of over 50% in size
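T. brucei PYK with substrate was exposed to pin-transferred compounds across a concentration series, then started with 130 uM ADP (final). After 45 min at room temperature, Kinase-Glo Plus luminescence was read, normalized and curve-fitted.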
Sm TGR block = S. mansoni TGR enzyme inhibition. Q962Y6. purified TGR, DTNB reduction, TNB absorbance 405 nm. Potency, µM (series often up to 114 µM), inactives show top-dose activity change, negative = inhibition, most hits filed as inhibitors. 3% of 360,000 active. AID 485364; further: potency means the concentration at half of the fitted maximal effect; nearly all actives have a fitted effect of over 60% in size
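First, TGR (20 nM dispensed) and NADPH were mixed with compound. Second, a 15 min room-temperature incubation followed. Third, further NADPH and then DTNB were added to start the reaction. Finally, TNB absorbance was monitored kinetically.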
HCMV antiviral = blocks human cytomegalovirus replication | activity change, negative = inhibition, % at 57.5 µM | HFF cells, HCMV-luciferase reporter, 72 h; stronger effect = lower value | 4.5% of 410,000 active; in the data active means activity change below about -60%; inconclusive means no clear call, values can overlap the other calls; inactive means above about -39%
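Two compound doses tested in HFFs infected with HCMV-luciferase, MOI 1 PFU/cell, 72 h at 37C. Lysate luminescence read with OneGlo; data normalized against buffer-only and 10uM Salinomycin inhibitor controls.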
AMA1 RON2 block = AMA1-RON2 (P. falciparum) interaction inhibition; 0.2% of 360,000 active; Potency, µM (doses to about 58.2 µM), without a hit: at the highest dose activity change, negative = inhibition, actives largely listed as inhibitors; AlphaScreen AMA1-biotinylated RON2 peptide binding;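 further: potency means the concentration at half of the fitted maximal effect; 0% = vehicle wells and -100% = peptide control; nearly all actives have a fitted effect of over 45% in size; some results filed as inactive show a strong effect at the top dose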
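AMA1 (3D7) with his tag at 25 nM final met compounds first, then biotinylated RON2 peptide at 25 nM; detection used donor plus acceptor beads, 10 µg/mL apiece, read by AlphaScreen after 30 min at room temperature.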
* hit, by the source's call; ? = inconclusive; · = not tested or not shown; & = joins results of further samples; [ ] = dose if it differs, or a comment. Unless noted, the call rests on the fitted dose curve; in most records, active means well fitted curve in the direction sought with a large enough effect; inconclusive means small, poorly fitted or top-dose-only effect, or another doubt; inactive means no such curve, though single readings can be large; an effect the other way counts as inactive or inconclusive. Unless noted, on the % scale 0 is the no-effect control and ±100 the full control effect.

SMILES	AmpC no deterg	LmPK inh	AmpC detergent	TbPYK inhibitor	Sm TGR block	HCMV antiviral	AMA1 RON2 block
O=C(C1CCN(Cc2ccc(F)cc2)CC1)N(CCO)Cc1ccccc1	-16%	-3%	0%	1%	2%	-9	-5%
Cc1ccc(-c2c(C#N)c(N)nc3c2CCCCCC3)o1	-6%	1%	-6%	-4%	-7%	29	1%
Cc1c(C(=O)N2CCN(CCc3ccccn3)CC2)oc2ccc(F)cc12	101%[activator]	0%	0%	0%	1%	9	-7%
O=c1[nH]c2ccc(NCc3ccc(-c4cccc(Cl)c4)o3)cc2[nH]1	·	·	-5%	-3%	-13%	-61*	·
CCOCCCNC(=S)N1C2CCC1CC(NC(=O)NC1CCCCC1)C2 (centres undefined)	0.32µM*	-2%	-2%	3%	1%	70	0%
Cc1cccc(N2C(=O)C(Oc3ccc(Cl)cc3Cl)C2C(=O)O)c1C (centres undefined)	-13%	-10%	-3%	-4%	-17%	-10	5%
CCN1CCN(c2nc3c(c(=O)[nH]c(=O)n3C)n2Cc2cccc(C)c2)CC1	·	·	·	0%	·	-5	7%
Cc1ccccc1Cn1cc(NC(=O)c2nn(C)cc2Cl)cn1	-20%	0%	5%	-14%	-3%	?	-6%
Clc1ccc(C=NC23CN4CN(CN(C4)C2)C3)cc1	-15%	4%	-1%	-9%	1%	5	17%
Cc1c(Cl)cccc1NC(=O)c1ccc2nc(C(C)C)oc2c1	·	·	6%	-6%	-8%	17	·

Entries of single compounds from above. Order of screens: AmpC no deterg | LmPK inh | AmpC detergent | TbPYK inhibitor | Sm TGR block | HCMV antiviral | AMA1 RON2 block
O=C(C1CCN(Cc2ccc(F)cc2)CC1)N(CCO)Cc1ccccc1 as listed: -16% | -3% | 0% | 1% | 2% | -9 | -5%
CCOCCCNC(=S)N1C2CCC1CC(NC(=O)NC1CCCCC1)C2 (centres undefined) as listed: 0.32µM* | -2% | -2% | 3% | 1% | 70 | 0%

Other entries:
SMILES	AmpC no deterg	LmPK inh	AmpC detergent	TbPYK inhibitor	Sm TGR block	HCMV antiviral	AMA1 RON2 block
CCC(=O)n1nc(-c2cccnc2)nc1NCc1ccc(OC)cc1	12%	-13%	2%	6%	3%	2	0%
Cc1cc(Nc2ccc3c(c2)OCCO3)c2cccc(C)c2n1	-38%	-2%	-13%	-1%	3%	?	1%
Cc1cccc(C)c1-n1nnnc1C1(C)CCC(=O)N1CCOc1ccccc1 (centres undefined)	·	·	·	-14%	·	-24	-3%
CCC(C)(C)NC(=O)C(c1cccc(OC)c1OC)N(Cc1ccccc1)C(=O)CCC(=O)Nc1cc(C)on1 (centres undefined)	77%[activator]	6%	3%	1%	2%	?	-4%
COc1ccc(N2CC(NS(=O)(=O)c3cccs3)CC2=O)cc1 (centres undefined)	-7%	·	?	7%	1%	-13	12%
O=[N+]([O-])c1ccc(S(=O)(=O)NN=Cc2ccc(Cl)c(Cl)c2)cc1	·	·	·	-13%	·	40	-9%
COc1ccc(NC(=O)C2CCN(c3nc(-c4ccc(OC)c(OC)c4)no3)CC2)cc1Cl	·	·	3%	0%	5%	3	·
CN(C)CCN(C)Cc1c2ccccc2c(CN(C)CCN(C)C)c2ccccc12	55%	2%	6%	-19%	-10%	?	0%
Cc1ccc(NC(=O)Cc2noc3ccccc23)nc1	-17%	-4%	?	5%	7%	-24	5%
CSc1ccc(Cl)c(C(=O)NCc2ccco2)c1	-12%	-3%	-10%	-4%	-21%	-27	-6%
Cc1nc(N2CCCC2)c2c(C(=O)N3CCN(c4cc(Cl)ccc4C)CC3)c(C)oc2n1	·	·	-1%	4%	-1%	15	·
CC(=O)Nc1ccc2[nH]c(C)c(CC=C(Cl)Cl)c(=O)c2c1	-30%	-1%	-8%	6%	-2%	51	-22%
Cc1ccccc1-c1noc(CCC(=O)NCc2ccco2)n1	-15%	6%	2%	-6%	28µM*	-5	7%
CC(=O)N1CCN=C1SCc1ccccc1Cl	0%	7%	?	5%	-8%	35	18%
COC(=O)c1ccc(CCc2cc(O)c(Br)cc2O)cc1	·	·	·	?	·	17	?
CC1(C)Cc2c(c(=S)nc(-c3ccccc3)n2CCOCCO)CO1	-6%	4%	?	0%	3%	-5	-1%
CCOC(=O)N1CCC(=C2c3ccc(Cl)cc3CCc3cccnc32)CC1	208%[activator]	4%&6%	-12%&-6%	0%&-3%	-1%&5%	-27	-11%
COc1ccc(-c2[nH]ncc2/C=N\NC(=O)c2cccs2)cc1OC	-20%	-12%	-2%	-6%	34%	-1	79%[activator]
O=C(NCc1ccccc1)/C(=C/c1ccc([N+](=O)[O-])cc1)NC(=O)c1ccco1	-15%	7%	?	-3%	-12%	1	10%
CC(NC(=O)c1ccccc1N)c1ccccc1 (centres undefined)	-3%[2.29 µM]	-1%	3%	1%	0%	38	10%
CC(=O)Oc1ccc(N2C(=O)C3C4C=CC(C5CC45)C3C2=O)cc1[N+](=O)[O-] (centres undefined)	-22%	0%	-11%	-13%	10µM*	-16	8%
COc1cccc(C2CC(=O)Nc3cc(OC)c(OC)c(OC)c32)c1OC (centres undefined)	-1%	6%	0%	-4%	2%	170	-3%
CCOC(=O)c1nnn(-c2nonc2-n2cccc2)c1C	-12%	-4%	-14%	1%	-27%	18	5%
COc1ccc(NC(=O)N(C)C[C@H]2Oc3c(NC(=O)NC(C)C)cccc3C(=O)N([C@H](C)CO)C[C@@H]2C)cc1	34%	·	·	2%	·	?	14%
CC1CC(c2ccccc2)n2nc(NC(=O)c3cccs3)nc2N1 (centres undefined)	-18%	-1%	-5%	-8%	2%	-8	11%
O=C(CSc1nccc2ccccc12)N1CCN(c2ccccn2)CC1	-2%	-1%	-13%	5%	5%	-26	-21%
CCN(CC(=O)Nc1ccc2c(c1)OCCO2)C(=O)c1cccc(S(=O)(=O)N2CCOCC2)c1	11%	-1%	-2%	-1%	3%	-31	13%
COC(=O)C1CN(S(=O)(=O)c2cc(OC)ccc2OC)CCS1 (centres undefined)	-12%	-7%	7%	1%	-9%	6	-8%
Cc1ccccc1C(=O)Nc1nnc(-c2ccc(C(C)(C)C)cc2)s1	-12%	0%	-2%	-7%	-6%	-35	-3%
O=C(CCn1cccn1)N1CCCC(Nc2ccc(F)c(F)c2)C1 (centres undefined)	·	·	·	-11%	·	22	0%
N#Cc1nc(Cc2cccc3ccccc23)oc1NCCN1CCCCC1	41%	5%	-9%	-2%	?	-19	-9%
Cc1nc2ccccc2n1/N=C/c1ccc([N+](=O)[O-])s1	-18%	-3%	0%	0%	-13%	-82*	-3%
CCN(CC(=O)NCc1ccc(Cl)cc1)C(=O)CSc1cccc(C(F)(F)F)c1	62%[activator]	·	-4%	-6%	-26%	-19	19%
Cc1oc2ncn(C)c(=O)c2c1C(=O)NCCCN(Cc1ccccc1)C(C)C	·	·	11%	1%	10%	8	·
O=C(COC(=O)c1cccs1)NCc1ccco1	-19%	4%	?	-17%	?	-5	2%
CCCNC(=O)N1[C@H]2CC[C@@H]1C(C(=O)OC)=C(c1cccc(C#N)c1)C2	-11%	·	?	-1%	16%	-15	0%
CN(C)c1cc(Nc2cccc(O)c2)c([N+](=O)[O-])c2nonc12	-7%	1%	1%	-3%	?	-3	-9%
Clc1ccc2c(c1)C(c1ccccc1Cl)=NCc1nnc(N3CCN(CCSc4ccccc4)CC3)n1-2	57%	-1%	-6%	3%	0%	19	-27%
O=C(c1noc2c1CCCC2)N1CCN(C(c2ccccc2)c2ccccc2)CC1	-11%	-1%	-1%	·	-1%	·	·
CCOc1cc(NC(=S)NCCCN2CCOCC2)c(OCC)cc1NC(=O)c1ccccc1	-6%	12%	2%	-9%	1%	-28	-3%

Overlap with the part before: two compounds, then new ones.
SMILES	AmpC no deterg	LmPK inh	AmpC detergent	TbPYK inhibitor	Sm TGR block	HCMV antiviral	AMA1 RON2 block
O=C(c1noc2c1CCCC2)N1CCN(C(c2ccccc2)c2ccccc2)CC1	-11%	-1%	-1%	·	-1%	·	·
CCOc1cc(NC(=S)NCCCN2CCOCC2)c(OCC)cc1NC(=O)c1ccccc1	-6%	12%	2%	-9%	1%	-28	-3%
O=C(COc1ccc(Cl)cc1)NCCS(=O)(=O)N1CCN(c2ccccc2F)CC1	65%[activator]	0%	-12%	2%	1%	-32	5%
Cc1cc(C)nc(NS(=O)(=O)c2ccc(NC(=O)c3cc(=O)c4ccc(C)c(C)c4o3)cc2)n1	·	·	13%	1%	8%	-4	·
CCOc1ccc(NC(=O)C2CCCN(S(=O)(=O)c3ccc4c(c3)CCCN4C(C)=O)C2)cc1 (centres undefined)	108%[activator]	5%	2%	0%	-20%	-29	0%
CCN(Cc1ccccc1)C(=O)c1nn(-c2ccc(OC)cc2)c(=O)c2c1c1ccccc1n2C	29%	18%	?	-1%&0%	0%&-9%	?	-20%
CSC1=NC2(CCN(C(=O)NC3CCCCC3)CC2)N=C1c1ccc(C)cc1	·	·	-5%	8%	1%	16	·
CCN(Cc1ccccc1)S(=O)(=O)c1c(N)n(C)c(=O)n(C)c1=O	-7%	-2%	3%	-11%	2%	5	-4%
CCCc1ccc2oc(C(=O)N3CCC(C(N)=O)(N4CCCCC4)CC3)c(C)c2c1	0%	2%	?	-3%	-3%	6	-1%
Cc1c(NS(=O)(=O)c2cc(C(=O)NCc3cccnc3)ccc2Cl)c(=O)n(-c2ccccc2)n1C	-14%	·	·	0%	·	-6	-6%
O=C(NCc1ccco1)c1cc2cc(Br)ccc2o1	-33%	-1%	-3%	-28%	-12%	?	-1%
O=C(NC1CC1)c1ccc(Cn2c(SCc3ccccc3F)nc3cccnc32)cc1	·	·	6%	-1%	4%	50	·
CC(C)CN(C(=O)COC(=O)c1ccccn1)c1c(N)n(Cc2ccccc2)c(=O)[nH]c1=O	-26%	·	?	1%	6%	-11	12%
CC(C(=O)N1CCOCC1)(c1ccccc1)c1ccccc1	2%	-5%	-6%	-10%	0%	-21	-3%
COc1ccc2oc(C(=O)OCC(=O)NC(=O)c3ccccc3)c(C)c2c1	-34%	-1%	-7%	-1%	-1%	?	-4%
CC12CCC(=O)N1C(C(=O)NCCc1ccccc1)CS2 (centres undefined)	-12%	2%	2%	-5%	-15%	-23	7%
O=C(NC1CCc2ccccc21)c1cc(COc2c(F)cccc2F)on1 (centres undefined)	-41%	4%	6%	6%	-10%	-11	-1%
COc1cccc2c1CCC1=CC(=O)CCC12C (centres undefined)	·	·	·	-4%	·	-33	22%
CC(=O)Nc1ccc(S(=O)(=O)NCCC(=O)OCC(=O)NNC(=O)c2ccccc2)cc1	-22%	·	?	-8%	7%	-14	33%[activator]
